HTT aggregate = inhibitors of mutant huntingtin aggregate formation in PC12 cells. PC12 HttQ103-GFP aggregates, Acumen cytometry, 40 h. AID 1688. Potency, µM (doses to about 46.1 µM), inactives show at the highest dose activity change, negative = inhibition, usual class: inhibitors. hit rate 1.1% among 220,000; further: potency means the concentration at half of the fitted maximal effect; on the % scale 0 is the no-effect control and ±100 the full control effect; nearly all actives have a fitted effect of over 60% in size
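Huntingtin Q103 exon 1–GFP aggregates in induced PC12 cells (100 nM tebufenozide) were quantified by cytometry from lysates, with compounds dosed in titration.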
IMPase Li cell = IMPase inhibition in cells with lithium potentiation; CHO-M1 cells, IP1 TR-FRET (IP-One), carbachol + lithium; Potency, µM (series often up to 59.4 µM), without a hit: at the top dose activity, negative = IMPase inhibition, most hits filed as inhibitors; hit rate 0.35% among 210,000;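 further: IP1 builds up when IMPase is blocked and the TR-FRET signal falls; potency means the concentration at half of the fitted maximal effect; plate controls were basal vehicle for no effect and high inhibitor control for full effect; nearly all actives have a fitted effect of over 50% in size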
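IP1 accumulation measured by competitive TR-FRET in lysed CHO-M1 cells after 30 min compound exposure at 37C, with a small lithium addition to potentiate weak responses. Hill-equation AC50 from ratio and donor-channel data.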
CBFb-RUNX1 inh = CBF-beta/RUNX1 interaction disruption. Potency, µM (highest dose often 59.8 µM), without a hit: top-dose activity, negative = inhibition, usual class: inhibitors. Q01196+Q13951. 230,000 tested, under 10 active. AlphaScreen CBFb-His/RUNX1-biotin binding, biochemical. AID 1477; further: % of control where 0% means no effect
Target sequence (Q01196 whole entry, looked up): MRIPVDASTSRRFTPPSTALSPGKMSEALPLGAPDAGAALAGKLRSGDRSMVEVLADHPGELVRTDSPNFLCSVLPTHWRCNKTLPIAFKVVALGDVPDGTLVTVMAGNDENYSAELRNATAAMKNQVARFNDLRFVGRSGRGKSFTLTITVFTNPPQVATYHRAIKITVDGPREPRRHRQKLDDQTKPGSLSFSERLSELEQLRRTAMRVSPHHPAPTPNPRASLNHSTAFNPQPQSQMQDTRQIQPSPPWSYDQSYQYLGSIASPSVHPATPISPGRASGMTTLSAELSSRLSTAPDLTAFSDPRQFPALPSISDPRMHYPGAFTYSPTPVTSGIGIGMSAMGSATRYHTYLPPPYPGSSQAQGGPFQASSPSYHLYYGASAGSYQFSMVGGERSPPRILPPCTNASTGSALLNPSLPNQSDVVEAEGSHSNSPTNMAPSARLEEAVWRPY
Target sequence (Q13951 whole entry, looked up): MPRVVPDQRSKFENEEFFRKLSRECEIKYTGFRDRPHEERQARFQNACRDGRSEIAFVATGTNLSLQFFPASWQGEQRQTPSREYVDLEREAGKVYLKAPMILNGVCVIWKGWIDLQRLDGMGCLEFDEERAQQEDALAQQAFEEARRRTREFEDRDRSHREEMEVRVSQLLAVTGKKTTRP
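His-tagged CBF-beta and biotinylated RUNX1 (30 nM each) were premixed 20 min at room temperature, exposed to compound for 15 min, then given nickel-chelate and streptavidin AlphaScreen beads (50 ng each). After 90 min, AlphaScreen signal was read.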
L3MBTL1 block = blocks human L3MBTL1 | Q9Y468 | AlphaScreen L3MBTL1–H3K9me1 peptide binding | Potency, µM (top dose mostly 57.1 µM), without a hit: at the top dose activity, negative = inhibition, most hits filed as inhibitors | hit rate 0.66% among 230,000; further: potency means the concentration at half of the fitted maximal effect; on the % scale 0 is the no-effect control and ±100 the full control effect; nearly all actives have a fitted effect of over 60% in size
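First, the protein-peptide complex forms for 30 min at room temperature (L3MBTL1 50 nM, biotinylated H3K9me1 peptide 75 nM). Next, compounds are pin-transferred and incubated 30 min. Finally, AlphaScreen beads are added and read after 30 min.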
Luc counter = blocks Kinase-Glo luciferase, a counter-screen artifact; Potency, µM (titrated, usually from 38.3 µM), for the others: at the highest dose activity change, negative = inhibition, most hits filed as inhibitors; hit rate 0.28% among 200,000; Kinase-Glo luciferase, ATP luminescence, 8 min; AID 1379; further: potency means the concentration at half of the fitted maximal effect; on the % scale 0 is the no-effect control and ±100 the full control effect; nearly all actives have a fitted effect of over 60% in size
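Compounds were added to a substrate mix at pH 7.2 (50 mM imidazole, 10 uM ATP, within the enzyme's linear range), followed by Kinase-Glo detection reagent; luminescence was measured after 8 minutes at ambient temperature.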
NPSR antag = blocks cAMP signaling of the human neuropeptide S receptor; Q6W5P4; CHO-NPSR cells, cAMP TR-FRET, antagonist mode; Potency, µM (highest dose often 38.3 µM), for inactives: at the top dose activity change, negative = inhibition, hits mostly inhibitors; hit rate 1% among 220,000; AID 1461; further: potency means the concentration at half of the fitted maximal effect; on the % scale 0 is the no-effect control and ±100 the full control effect; nearly all actives have a fitted effect of over 50% in size; many of its hits are not listed in these tables
Target sequence (Q6W5P4 whole entry, looked up): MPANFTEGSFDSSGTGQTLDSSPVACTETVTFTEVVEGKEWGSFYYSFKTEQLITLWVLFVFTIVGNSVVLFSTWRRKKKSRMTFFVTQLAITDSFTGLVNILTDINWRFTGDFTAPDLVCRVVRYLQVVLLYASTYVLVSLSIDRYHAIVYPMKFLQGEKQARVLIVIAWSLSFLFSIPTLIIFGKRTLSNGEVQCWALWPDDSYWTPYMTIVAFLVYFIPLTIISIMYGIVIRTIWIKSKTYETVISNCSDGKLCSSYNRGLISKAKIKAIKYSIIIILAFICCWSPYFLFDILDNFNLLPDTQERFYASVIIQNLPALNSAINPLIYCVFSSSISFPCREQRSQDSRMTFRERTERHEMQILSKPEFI
Epigenetic reg = epigenetic control regulation, reporter derepression; murine LDR cells, GFP reporter derepression, 30 h; Potency, µM (series often up to 53.9 µM), inactives show at the highest dose GFP activation, hits mostly activators; hit rate 0.2% among 280,000; further: potency means the concentration at half of the fitted maximal effect; % of control where 0% means no effect; nearly all actives have a fitted effect of over 60% in size
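Readout is the number of GFP-expressing murine LDR cells, counted by cytometry following washing. Cells were treated with compound for 30 h at 37 C; the stably integrated CMV-GFP locus is normally silent.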
Starred values were filed as active, the others as inactive; ? = inconclusive; nt = not tested or not shown; & = joins results of further samples; [ ] = dose if it differs, or a comment. The call rests on the fitted dose curve; in most records, active means well fitted curve in the direction sought with a large enough effect; inconclusive means small, poorly fitted or top-dose-only effect, or another doubt; inactive means no such curve, though single readings can be large; an effect the other way counts as inactive or inconclusive. This is a subset; rates above refer to the full screens.

No.	smiles	HTT aggregate	IMPase Li cell	CBFb-RUNX1 inh	L3MBTL1 block	Luc counter	NPSR antag	Epigenetic reg
1	CC(=O)c1nc(N2C(=O)CC(Cc3ccc(C)cc3)C2=O)sc1C (stereo unspecified)	7%	-21%	5%	9%	1%	-16%	-1.0%
2	COc1cc(C2Nc3ccccc3C(=O)N2c2ccccc2)ccc1O (stereo unspecified)	11%	19%[38.3 µM]	2%	nt	-2%	0%[46.1 µM]	-2.6%
3	COc1cc(NC(=O)c2cc([N+](=O)[O-])ccc2Br)ccc1NC(=O)c1ccco1	?	5%	-3%	-8%	2%	-25%	6.2%
4	C/C(Cn1cnc([N+](=O)[O-])n1)=N\NC(=O)c1ccccc1	-4%	-2%	1%	4%	3%	6%[46.1 µM]	-2.0%
5	CCOc1ccccc1OCC(=O)OCC(=O)Nc1ncc(Cl)cc1Cl	-8%	-14%[38.3 µM]	12%	-1%	-9%	-6%[46.1 µM]	0.3%
6	CCOc1c2ccc(C(=O)NCc3ccc4c(c3)OCO4)cc2nn1C	15%	27%[38.3 µM]	8%	9%	2%	-7%[46.1 µM]	1.6%
7	COc1ccc(-c2c(C#N)c(N)nc3c2c(=O)n(C)c(=O)n3C)cc1	9%	3%	4%	13%	3%	?	2.1%
8	O=C(N/N=C/c1ccc([N+](=O)[O-])s1)C(O)c1ccccc1 (stereo unspecified)	8%	-8%	8%	-18%	-1%	1%	2.6%
9	O=C(COC(=O)c1cccnc1Cl)c1ccc(Cl)cc1Cl	?	-8%[38.3 µM]	1%	5%	-13%	-13%[46.1 µM]	5.8%
10	O=C(CSc1nncc(=O)[nH]1)NCc1ccccc1	9%[9.22 µM]	1%	2%	6%	-3%	-2%	0.3%
11	CN(C/C=C/c1ccccc1)C1CCCCC1	-4%	6%	6%	5%	4%	-2%	2.9%
12	CCOc1ccc(NC(=O)Cc2ccccc2)cc1	17%	-12%	4%	-1%	?	18%	3.0%
13	O=C(Nc1cccc(Cl)c1)c1cc(N=Nc2ccc([N+](=O)[O-])cc2Cl)ccc1O	-13%[9.22 µM]	nt	nt	?	nt	?	2.1%
14	COc1cccc(N2CCN(c3c4c(nc5ncnn35)CCC4)CC2)c1	?	24%[38.3 µM]	3%	-3%[11.4 µM]	1%	-5%[46.1 µM]	0.9%
15	COc1ccccc1Oc1c(C)oc2cc(OC(=O)c3ccco3)ccc2c1=O	-9%	10%[38.3 µM]	11%	0%	5%	-18%[46.1 µM]	0.0%
16	N#Cc1cccc(C(c2nnnn2C2CCCC2)N2CCCCCC2)c1 (stereo unspecified)	-18%	12%[38.3 µM]	3%	4%	-1%	?	1.1%

Single records, as listed above:
O=C(COC(=O)c1cccnc1Cl)c1ccc(Cl)cc1Cl in the list: HTT aggregate: ?; IMPase Li cell: -8%[38.3 µM]; CBFb-RUNX1 inh: 1%; L3MBTL1 block: 5%; Luc counter: -13%; NPSR antag: -13%[46.1 µM]; Epigenetic reg: 5.8%
O=C(CSc1nncc(=O)[nH]1)NCc1ccccc1 in the list: HTT aggregate: 9%[9.22 µM]; IMPase Li cell: 1%; CBFb-RUNX1 inh: 2%; L3MBTL1 block: 6%; Luc counter: -3%; NPSR antag: -2%; Epigenetic reg: 0.3%

Going on with the list:
No.	smiles	HTT aggregate	IMPase Li cell	CBFb-RUNX1 inh	L3MBTL1 block	Luc counter	NPSR antag	Epigenetic reg
17	CCOC(=O)c1c(C)[nH]c(C(=O)NCc2ccco2)c1C	-24%	-9%	-1%	nt	2%	-4%	1.1%
18	COc1cccc(N2CCN(c3ccc(S(=O)(=O)N4CCCC4)cc3)CC2)c1	12%	14%[38.3 µM]	7%	-3%	0%	7%[46.1 µM]	0.0%
19	Cc1cc(C)nc(SCC(=O)c2ccc(O)cc2O)n1	-8%	-4%[38.3 µM]	-3%	nt	1%	-10%[46.1 µM]	-0.2%
20	Cc1cc(Cl)nc(-n2nc(C)cc2C)n1	?	nt	3%	14%	nt	0%	0.9%
21	COc1cc(CN(C(=O)c2ccco2)c2ccc(C)cc2)ccc1O	2%	8%[38.3 µM]	-3%	?	0%	-9%[46.1 µM]	-1.0%
22	CC(C)(C)c1ccc(Cn2nc(CC(=O)O)c3ccccc3c2=O)cc1	-13%	3%	0%	7%	-4%	-21%	0.9%
23	Cc1cc(C(F)(F)F)nn1Cc1n[nH]c(=S)n1-c1ccc(Cl)cc1	20%	17%[38.3 µM]	0%	nt	2%	-3%[46.1 µM]	3.7%
24	CC(C)c1ccc(CNc2c([N+](=O)[O-])c(=O)oc3ccccc23)cc1	38%	-3%	-6%	-19%	4%	-16%	-1.5%
25	COc1ccccc1NC(=O)NC(N)=O	7%	16%[38.3 µM]	10%	-3%	-4%	-17%[46.1 µM]	-19%
26	CC1CCN(CCC(=O)Nc2nccs2)CC1	32%[9.22 µM]	nt	3%	nt	nt	18%	0.0%
27	COc1ccc(O)c(N)c1	-19%	10%	?	nt	-11%	-8%	-2.9%
28	CCOC(CNC(=O)c1ccc(N2CCc3ccccc32)c([N+](=O)[O-])c1)OCC	-31%	25%	nt	?	-6%	-14%	0.0%
29	C=C(C)C(=O)c1ccc2c(c1)OCO2	nt	20%	0%	nt	0%	nt	-0.3%
30	CC(Sc1nnc2ccccn12)C(=O)N1CCc2ccccc2C1 (stereo unspecified)	-10%	31%[activator][38.3 µM]	3%	nt	1%	-2%[46.1 µM]	0.0%
31	COc1ccc(OC)c(CN2CCC(CO)(CCOc3ccccc3)CC2)c1	18%[9.22 µM]	17%	4%	-11%	1%	-5%	0.1%
32	Cc1cc(C(=O)Nc2ccc(S(=O)(=O)Nc3onc(C)c3C)cc2)c(C)o1	-3%	2%[38.3 µM]	-3%	nt	3%	-5%[46.1 µM]	2.4%
33	CN(C1CCCCC1)S(=O)(=O)c1cccc(C(=O)OCC(=O)NC2CCCc3ccccc32)c1 (stereo unspecified)	17%	-3%	17%	0%	1%	-33%	0.0%
34	O=C(NC1=NCCS1)c1cccc2ccccc12	-26%	-5%	0%	nt	-6%	27%	0.2%
35	CCn1cc(C(=O)OCC(=O)Nc2ccc(C(C)C)cc2)c(=O)c2ccc(C)nc21	1%	-2%	-8%	7%	3%	14%	-1.4%
36	CCOC(=O)C1=C(C)NC(=O)NC1c1cc(Br)c(O)c(OC)c1 (stereo unspecified)	11%	10%[38.3 µM]	7%	-8%	-3%	-10%[46.1 µM]	0.0%
37	Cc1onc(-c2ccccc2Cl)c1C(=O)Nc1ccc(-c2cn3cccnc3n2)cc1	-23%	-15%[38.3 µM]	2%	35%[activator]	-2%	-21%[46.1 µM]	0.8%
38	CC(=O)c1c(NC(=O)C(C)C)nc(C)nc1-c1ccccc1	5%	22%[38.3 µM]	0%	nt	-1%	-6%[46.1 µM]	0.0%
39	CCn1cc(C(=O)NCc2cccc(F)c2)c(=O)c2cc(F)c(N3CCN(C(=O)c4ccco4)CC3)cc21	-15%	43%[activator][38.3 µM]	-2%	nt	-1%	10µM*	2.4%
40	O=C(O)CC(NC(=O)Cc1ccc([N+](=O)[O-])cc1)c1ccc2c(c1)OCO2 (stereo unspecified)	-19%	4%	0%	nt	nt	4%	-0.4%
41	Cc1cc(C(=O)COC(=O)CN(C)S(=O)(=O)c2ccc(Cl)cc2)c(C)n1CC1CCCO1 (stereo unspecified)	-10%	-15%[38.3 µM]	-3%	-14%	-4%	-3%[7.67 µM]	3.7%
42	Cc1n[nH]c(=O)nc1NCc1ccccc1	-4%	-8%[38.3 µM]	6%	8%	1%	1%[46.1 µM]	-1.6%
43	Cc1ccc(-c2ccc(SCC(=O)Nc3nonc3C)nn2)cc1	3%	11%[38.3 µM]	6%	-4%	-5%	-13%[46.1 µM]	0.9%
44	N#CCSCC(=O)Nc1ccc(Cl)cc1	-8%	-8%[38.3 µM]	7%	nt	-1%	4%[46.1 µM]	-1.5%
45	Cn1cccc1CC(=O)NNC(=O)Nc1cccc(Cl)c1	-14%	1%	-7%	-9%	2%	22%	-1.1%
46	CC(=O)C1=C(O)C=C2Oc3c(C(C)=O)c(O)c(C)c(O)c3C2(C)C1=O (stereo unspecified)	nt	7%	-1%	nt	-1%	nt	-0.3%
47	OCC1CCN(Cc2cn(Cc3ccccc3)nc2-c2cc3ccccc3o2)CC1	-19%	13%	6%	-9%	-3%	-2%	-1.1%
48	O=C(COC(=O)c1cc(Br)ccc1Cl)NC1CC1	8%	1%	1%	1%	2%	10%	1.1%
49	Cc1ccccc1C(=O)Oc1cc(N)n(S(=O)(=O)c2ccccc2)n1	-2%	-3%	-9%	16%	0%	4%	2.6%
50	Cc1nc(NC(=O)c2cccc(-c3cc4ccccc4oc3=O)c2)ccc1Br	2%	-21%	2%	4%	-1%	-29%	?
51	N#Cc1c(Nc2ccccc2)c(/C=N/N=C/c2ccccc2)c[nH]c1=O	6%	-4%	-13%	-5%	0%	?	0.0%
52	Cc1ccc(N2C(=O)C3N=NN(CC(=O)N4N=C(c5ccccc5)CC4c4ccccc4)C3C2=O)cc1 (stereo unspecified)	0%	2%	-13%	nt	2%	-25%	2.4%
53	Cc1ccc(C(=O)Nc2ccc3c(c2)nc2n3CCSC2)cc1	21%	6%[38.3 µM]	-9%	-2%	-8%	2%[46.1 µM]	-0.7%
54	Cn1cnnc1SCCOc1ccc(Cl)cc1	-1%[9.22 µM]	3%	-2%	-2%	1%	-11%	3.2%
55	COc1ccc(N2CCN(C(=O)c3ccc4c(Cl)c5c(nc4c3)CCCC5)CC2)cc1	-2%	4%	3%[2.36 µM]	-10%	5%	-12%	0.0%&-0.5%
56	C=CCn1c(N)c(C(=O)NCC2CCCO2)sc1=S (stereo unspecified)	-10%	23%[38.3 µM]	6%	nt	0%	-6%[46.1 µM]	-1.0%

Sorted by value in IMPase Li cell (low to high): three of the compounds above.
cpd | Molecule | IMPase Li cell
51 | N#Cc1c(Nc2ccccc2)c(/C=N/N=C/c2ccccc2)c[nH]c1=O | -4%
7 | COc1ccc(-c2c(C#N)c(N)nc3c2c(=O)n(C)c(=O)n3C)cc1 | 3%
55 | COc1ccc(N2CCN(C(=O)c3ccc4c(Cl)c5c(nc4c3)CCCC5)CC2)cc1 | 4%

(continued)
No.	smiles	HTT aggregate	IMPase Li cell	CBFb-RUNX1 inh	L3MBTL1 block	Luc counter	NPSR antag	Epigenetic reg
57	CC(c1ccccc1F)n1cc(C(=O)NCCc2ccco2)nn1 (stereo unspecified)	6%	-18%[38.3 µM]	-1%	-9%	0%	-4%[46.1 µM]	0.7%
58	NC(=O)CN1CCN(C(=O)NC2CCCCC2)CC1	3%	9%[38.3 µM]	0%	-1%	-4%	2%[46.1 µM]	1.7%
59	Cc1ccc(C(=O)N2C(=O)C(c3ccccc3)Oc3ccccc32)cc1 (stereo unspecified)	3%[9.22 µM]	nt	18%	29%	nt	-18%	1.1%
60	O=C(NCc1ccc2c(c1)OCO2)C1CCCN(C(=O)c2ccc(Cl)cc2)C1 (stereo unspecified)	-7%	4%[38.3 µM]	0%	nt	0%	-8%[46.1 µM]	0.5%
